MgcRacGAP inhibition: MgcRacGAP GTPase-activating activity inhibitors, confirmation, biochemical, ADP Hunter fluorescence. MgcRacGAP-stimulated Rac1 GTP hydrolysis, ADP Hunter fluorescence; higher % means a stronger effect; GST-tagged Rac1 F28L mutant substrate. inhibition, % at 30 µM; hits with a dose series show IC50 in µM. actives 0.6% (n = 340,000). AID 624330;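 active = first-screen hits whose inhibition reached a set limit at any dose in the follow-up dose series; inconclusive = inhibition above the set first-screen limit but never retested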;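 note: fluorescence reports GDP produced by GAP-driven GTP hydrolysis; strong numbers were not always called active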
NTR1 agonist: NTR1-driven beta-arrestin-GFP spot formation – imaging, U2OS cells, high content, primary screen (AID 493036); P30989; agonist mode; activation, % at 20 µM; actives 0.17% (n = 330,000);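 active = activation at or above 40% of the spot to cytoplasm intensity ratio, with at least 20 cells analyzed; inconclusive = wells under 20 cells, flagged as cytotoxic or low count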;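 note: 0% = DMSO without peptide and 100% = 100 nM NTR1 peptide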
Target sequence (P30989 whole entry, looked up): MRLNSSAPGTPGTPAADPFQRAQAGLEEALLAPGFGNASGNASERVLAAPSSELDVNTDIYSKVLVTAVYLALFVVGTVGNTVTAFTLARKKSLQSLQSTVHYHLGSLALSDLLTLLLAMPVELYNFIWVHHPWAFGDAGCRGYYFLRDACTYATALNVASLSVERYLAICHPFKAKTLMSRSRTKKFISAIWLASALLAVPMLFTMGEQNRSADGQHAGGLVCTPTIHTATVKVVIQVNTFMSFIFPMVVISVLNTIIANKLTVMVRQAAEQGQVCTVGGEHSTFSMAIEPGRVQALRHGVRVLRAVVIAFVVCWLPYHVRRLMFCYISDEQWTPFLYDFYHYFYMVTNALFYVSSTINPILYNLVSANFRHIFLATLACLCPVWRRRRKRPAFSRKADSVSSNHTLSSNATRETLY
Large T inhibition: SV40 large T antigen inhibitors, biochemical (AID 1903) | inhibition, % at 20 µM, or IC50 in µM where a hit was titrated | SV40 large T antigen ATPase/helicase inhibition assay; higher % means a stronger effect | actives 0.39% (n = 310,000); in the data active = a potency from the dose series; inconclusive = inhibition mostly from about 32% at the one dose, without a potency; inactive = the rest, 99 in 100 with inhibition below about 32%; note: strong numbers were not always called active
UTI89 phage lysis: protection from phage-mediated lysis, alamar blue read-out – E. coli UTI89, K1F phage, bacterial capsule biogenesis inhibitors (AID 488966). E. coli UTI89 K1F phage lysis, alamar blue, 2 h; higher % means a stronger effect. inhibition, % at 100 µM, or IC50 in µM where a hit was titrated. actives 0.02% (n = 340,000);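 active = phage lysis inhibition, versus mean bacterial control, above a set limit; inconclusive = no clear call, values can overlap the other calls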;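 note: capsule biogenesis inhibitors block K1F phage lysis so surviving cells raise fluorescence; higher fluorescence means more inhibition of phage lysis; actives were called in the ten point dose series up to 300 µM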
PhoP inhibition: inhibitors of PhoP regulon expression, primary screen, Salmonella Typhimurium, GFP reporter (AID 1863). S. Typhimurium PhoP-regulated promoter GFP reporter, 4 h; higher % means a stronger effect. inhibition, % at 50 µM; hits with a dose series show IC50 in µM. actives 0.16% (n = 300,000);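 active = inhibition over 29.93%, a cutoff 3 SD above the screen mean, later confirmed by dose response; inconclusive = inhibition over 29.93% but no dose response follow-up; inactive = inhibition at most 29.93% or unconfirmed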;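 note: 0% = low Mg2+ inducing control and 100% = high Mg2+ repressing control; strong numbers were not always called active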
RSV CPE inhibition: RSV antiviral activity via CPE protection, HEp-2 cells, primary 10 µM value included (AID 2391); HEp-2 cells, RSV-induced CPE inhibition; higher % means a stronger effect; CPE inhibition, % at 10 µM, or IC50 in µM where a hit was titrated; actives 0.13% (n = 310,000); in the data active = a potency from the dose series; inconclusive = CPE inhibition mostly from about 23% at the one dose, without a potency; inactive = the rest, 99 in 100 with CPE inhibition below about 21%; note: strong numbers were not always called active
NS5 inhibitors: Dengue-2 NS5 methyltransferase inhibitors, primary screen, biochemical, confirmation dose response (AID 588689); Dengue-2 NS5 methyltransferase capping enzyme assay, biochemical; higher % means a stronger effect; inhibition, % at 25 µM; hits with a dose series show IC50 in µM; actives 0.3% (n = 340,000); in the data active = a potency from the dose series; inconclusive = inhibition above about 29% without an active follow-up result
T cell HTS: T cell immune modulation candidate; 2C CD8+ T cell-vesicle binding, flow cytometry; active compounds read low; calls only at 7 µM; actives 0.068% (n = 330,000); AID 2052;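 active = response, share of CD8 T cells binding vesicles, and their 90th percentile fluorescence all below set limits, cut at about 80% in these data, passing the limit was not always enough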
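incubation = binding step 1.5 h, 37 °C, antibody labelling 20 min, ice | test system = 2C mouse CD8+ T cells | read-out basis = percent CD8+ FL2 mean versus row control | controls = Peptide-free naked vesicles (low) and QL9 vesicles with 0.7% DMSO vehicle (high) | detection = flow cytometry of vesicle-bound cells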
West Nile antiviral: inhibition of WNV-induced cytopathic effect – cell-based, CPE readout (AID 1621); West Nile virus-infected cells, CPE inhibition; higher % means a stronger effect; one-dose CPE inhibition, % at 10 µM; IC50 in µM for titrated hits; actives 0.02% (n = 290,000); in the data active = a potency from the dose series; inconclusive = CPE inhibition mostly from about 3.7% at the one dose, without a potency; inactive = the rest, 99 in 100 with CPE inhibition below about 2.2%; note: strong numbers were not always called active
T cell HTS vesicle-bound %: further read-out of T cell HTS, marked with its call; double positive events, %; measured here: CD8+ vesicle-bound cell fraction;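 binding gate set so that unloaded-vesicle control wells show 10% double positive cells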
NTR1 agonist cell count 20 µM: also measured in NTR1 agonist; calls as there; cell count; measured here: cell count, cytotoxicity flag
NS5 inhibitors pilot replicate: recorded beside NS5 inhibitors, whose call it bears; inhibition, %; measured here: pilot screen replicate inhibition
Active calls of the source: *; i = inactive; ? = inconclusive; . = no result given; & = joins results of further samples; [ ] = dose if it differs, or a comment. No enrichment for hits. Share with any hit: about 1.5%.

SMILES | MgcRacGAP inhibition | NTR1 agonist | NTR1 agonist cell count 20 µM | Large T inhibition | UTI89 phage lysis | PhoP inhibition | RSV CPE inhibition | NS5 inhibitors | T cell HTS | T cell HTS vesicle-bound % | West Nile antiviral | others
CN1CCN(c2ccc(CNS(=O)(=O)c3cccc(F)c3)cc2)CC1 | 13.1% | -0.6 | 55 | 6.2% | -0.5% | -6.2% | -1.5% | -8.6% | i | 16.6 | -0.2%
CC1(C)CCCN(C(=O)c2ccc3c(c2NCCO)C(=O)c2ccccc2C3=O)C1 | 14.3% | 11.0 | 67 | 5.0% | -1.0%[50 µM] | -1.0% | 4.7% | -7.1% | i | 35.3 | -1.6%
COc1cccc(C(=O)NNS(=O)(=O)c2ccc(F)cc2)c1 | 14.1% | 0.9 | 53 | 5.0% | 0.4% | -7.9% | -0.4% | -4.6% | i | 64.2 | -0.3% | NS5 inhibitors pilot replicate=1.2
CCC1CCCCN1S(=O)(=O)c1c(C)n(C)c(=O)n(C)c1=O (stereo not given) | 3.5% | 1.2 | 59 | 12.8% | 1.0%[50 µM] | -0.4% | 0.5% | 2.9% | i | 51.6 | .
CC1CCCCC12NC(=O)N(CC(=O)N1CCN(C(=O)c3cccs3)CC1)C2=O (stereo not given) | 3.5% | -1.4 | 46 | . | 0.1%[50 µM] | . | 3.1% | 3.0% | i | 29.7 | .
O=C(Nc1cccc(-n2cnnn2)c1)c1ccc(C(F)(F)F)cc1 | 6.2% | 0.5 | 60 | . | 0.3%[50 µM] | . | -0.2% | -5.9% | i | 37.9 | .
COc1ccc(N(C)S(=O)(=O)c2cccc(C(=O)NCC3CCCCC3)c2)cc1 | 1.7% | . | . | 18.2% | 0.2% | 3.0% | . | -0.7% | . | . | -1.4%
COc1ccc2nc3cc(Cl)ccc3c(Nc3cc(CN4CCCC4)c(O)c(CN4CCCC4)c3)c2n1 | . | 8.3 | 50 | ? | . | -27.0% | -2.9% | . | i | 28.2 | -2.1%
C=CCn1c(SCC(=O)NC(=O)c2cccc([N+](=O)[O-])c2)nnc1-c1ccccc1 | 7.9% | 3.2 | 53 | 10.1% | -0.8% | -7.3% | 1.3% | 2.9% | i | 34.8 | -0.5%
COC(=O)c1ccc(CSc2nnc(-c3c[nH]c4ccccc34)n2-c2ccccc2)cc1 | 9.3% | 6.1 | 66 | -4.0% | 0.7%[50 µM] | -8.9% | 5.8% | 3.2% | i | 41.2 | 0.3%
COc1ccc(NC(=O)CN(c2ccc(OC)c(Cl)c2)S(=O)(=O)c2ccccc2)c(OC)c1 | -5.7% | 2.8 | 44 | 6.7% | -1.1% | 2.2% | 7.5% | -3.5% | i | 52.0 | -0.9%
Nc1nonc1-n1nnc(C(=O)N/N=C/c2ccc(Cl)cc2)c1-c1ccc2c(c1)OCO2 | 14.1% | 9.6 | 51 | -3.4% | 0.1% | -7.8% | 5.5% | 3.2% | i | 26.8 | ?
C=CCNC(=O)c1ccc(C2SCC(=O)N2Cc2ccco2)cc1 (stereo not given) | 3.4% | 0.5 | 69 | 8.4% | 1.6% | -0.2% | -2.7% | -7.6% | i | 60.2 | 0.4%
COc1ccc(NC(=O)CN(c2ccccc2OC)S(=O)(=O)c2cccs2)cc1Cl | 5.8% | 1.9 | 64 | . | 0.6% | . | . | 6.6% | i | 32.6 | .
Cc1csc(CNc2ncnc3ccc(-c4cccnc4)cc23)c1 | 5.8% | 1.6 | 45 | . | -0.2% | . | . | -0.8% | i | 5.1 | .
Cc1ccc(NC(=O)c2cc([N+](=O)[O-])ccc2N2CCCC2)cc1 | 10.4% | 0.8 | 79 | 15.9% | 0.5% | 2.1% | 3.4% | 6.4% | i | 61.7 | -0.6%
CCOC(=O)CCC(NC(=O)CCC(=O)NC(CCC(=O)OCC)C(=O)OCC)C(=O)OCC (stereo not given) | 6.3% | 0.8 | 53 | 2.7% | 10.9% | 3.1% | 0.3% | -7.3% | i | 37.8 | 0.8%
Cn1c(CN2CCOCC2)nc2cc(NC(=O)c3ccccc3Cl)ccc21 | 2.2% | 0.2 | 47 | 2.9% | 0.1% | -12.7% | 6.7% | 0.7% | i | 37.0 | 0.1%
COc1ccc(C/C(O)=C(\C#N)c2nc3ccccc3[nH]2)cc1OC | 9.2% | -1.6 | 57 | 1.0% | 0.4% | 10.2% | 2.3% | -11.6% | i | 15.0 | 0.3%
COC(=O)c1cccc2nc3c(C(C)O)cccc3nc12 (stereo not given) | 2.1% | -0.1 | 90 | 9.2% | 1.4% | -1.2% | 0.8% | 2.9% | i | 40.5 | 0.0%
Cc1cc2ncn(C(=O)N3CCCC3)c2cc1C | 4.0% | -0.4 | 20 | -1.9% | 4.6% | -0.6% | 1.4% | -3.4% | i | 19.7 | 0.5%
CC(C)(C)Cc1nnc(NS(=O)(=O)c2ccccc2)s1 | 7.4% | -0.6 | 36 | 31.3% | 0.4% | -10.3% | 1.8% | -9.2% | i | 24.8 | 1.1%
CCOc1ccccc1NC(=O)c1c(Br)cnn1C | 5.2% | 2.3 | 56 | -3.0% | 1.4%[50 µM] | 7.2% | -1.6% | 1.3% | i | 49.9 | -0.9%
Cc1ccc2c(C(=O)CN3CCCCC3)c(C)[nH]c2c1 | 3.7% | -0.1 | 88 | 3.5% | 0.2% | 7.4% | -0.7% | -7.3% | i | 17.1 | -0.8%
O=C(O)CC1c2ccccc2S(=O)(=O)N1Cc1ccccc1 (stereo not given) | 5.2% | -5.1 | 64 | 11.3% | 3.7% | 0.9% | 3.6% | -4.9% | i | 46.6 | 0.1%
O=C(CCS(=O)(=O)c1cccc2nonc12)NCCc1ccccc1Cl | 6.8% | -1.1 | 68 | 19.6% | 0.2% | 1.8% | 0.2% | 1.6% | i | 15.0 | -0.7%
CCCCCCC(=O)N(O)C1CC(=O)N(c2ccccc2)C1=O (stereo not given) | . | -1.2 | 69 | -0.1% | . | 21.6% | 0.1% | . | i | 22.1 | -0.2%
Cc1cccc(CC2S/C(=N/N=C/c3ccco3)N(c3ccccc3)C2=O)c1 (stereo not given) | 2.6% | 3.3 | 45 | 1.6% | -8.5% | 11.4% | 1.4% | -1.4% | i | 47.3 | -1.1%
O=S(=O)(/N=C(/Nc1ccc(Cl)c(S(=O)(=O)Nc2ccccc2Cl)c1)c1ccc(F)cc1)c1ccccc1 | -3.1%&11.1% | 1.9 | 52 | 10.9% | 3.8%&0.5% | -2.5% | 16.3% | -4.0%&3.6% | i | 46.2 | 0.4%
CC(NC(=O)c1ccc(C(C)(C)C)cc1)C(c1cccs1)N1CCOCC1 (stereo not given) | 7.2% | 1.2 | 60 | 4.0% | 0.8%[50 µM] | 7.4% | 1.8% | 0.7% | i | 89.6 | -0.1%

The last two records of the section above come first, to join the parts.
SMILES | MgcRacGAP inhibition | NTR1 agonist | NTR1 agonist cell count 20 µM | Large T inhibition | UTI89 phage lysis | PhoP inhibition | RSV CPE inhibition | NS5 inhibitors | T cell HTS | T cell HTS vesicle-bound % | West Nile antiviral | others
O=S(=O)(/N=C(/Nc1ccc(Cl)c(S(=O)(=O)Nc2ccccc2Cl)c1)c1ccc(F)cc1)c1ccccc1 | -3.1%&11.1% | 1.9 | 52 | 10.9% | 3.8%&0.5% | -2.5% | 16.3% | -4.0%&3.6% | i | 46.2 | 0.4%
CC(NC(=O)c1ccc(C(C)(C)C)cc1)C(c1cccs1)N1CCOCC1 (stereo not given) | 7.2% | 1.2 | 60 | 4.0% | 0.8%[50 µM] | 7.4% | 1.8% | 0.7% | i | 89.6 | -0.1%
CN(C(=O)COC(=O)c1cc(-c2ccc(Cl)s2)nc2ccccc12)C1CCS(=O)(=O)C1 (stereo not given) | 5.0% | 3.5 | 32 | 5.8% | 0.2% | -11.2% | 19.6% | -15.5% | i | 33.8 | -0.6%
COc1ccc(-n2c(SCC(=O)N3CCN(c4ccccc4)CC3)nc3c(c2=O)SCC3)cc1 | 5.4% | 29.6 | 69 | 9.0% | 0.3% | 9.4% | 2.2% | -3.5% | i | 8.6 | -0.1%
COc1ccc(C(=O)/C=C/NCc2ccc(F)cc2)cc1OC | -3.6% | 0.2 | 55 | 0.9% | 0.1% | -3.0% | 5.0% | -0.8% | i | 30.5 | 0.2%
CCCc1cc(=O)[nH]c(SCC(=O)NCCC2=CCCCC2)n1 | 6.2% | 2.7 | 45 | 8.7% | 0.1% | 6.1% | 1.4% | -12.5% | i | 47.6 | 1.4%
Fc1ccc(Cn2cccc2C2=NC(c3ccccc3)CO2)cc1 (stereo not given) | -1.7% | -1.0 | 87 | -4.8% | -0.1% | -6.5% | -0.1% | -13.5% | i | 46.6 | -0.1%
Cc1ccccc1NC(=O)CCC(=O)N/N=C/c1ccncc1 | 9.9% | 0.8 | 49 | 6.4% | 0.4% | . | 1.1% | 5.2% | i | 26.8 | .
COCCN(C(=O)c1cc2c(s1)CCCCC2)c1c(N)n(CC(C)C)c(=O)[nH]c1=O | 1.6% | 2.7 | 59 | . | 0.5%[50 µM] | . | -0.7% | -3.8% | i | 35.3 | .
CCOC(=O)c1oc2cccc(O)c2c1C | 5.8% | -1.6 | 73 | 19.6% | 0.1% | 2.7% | 11.7% | -1.0% | i | 21.0 | 0.2%
CC(C)(C)OC(=O)C[C@H]1C/C=C\C[C@@H](CC(=O)N[C@H](CO)Cc2ccccc2)C(=O)N2CCC[C@H]2COC1=O | 7.4% | 0.7 | 48 | . | 0.9% | . | . | -3.3% | i | 15.7 | .
COc1ccc2cc(C(=O)N/N=C/c3sc4ccccc4c3O)ccc2c1 | 22.3% | -0.2 | 40 | 4.9% | i | 9.4% | -0.1% | ? | i | 47.8 | 3.0%
CCOc1ccc(-c2nnn(CC(=O)N3CCCC(C)C3)n2)cc1 (stereo not given) | 3.1% | 1.1 | 91 | 3.4% | 0.2% | 3.0% | 0.5% | -3.6% | i | 38.9 | -0.6%
Cc1nc(N2CCc3ccccc3C2)[nH]c(=O)c1Cc1ccccc1 | -1.1% | 9.0 | 17 | . | 0.4% | . | 0.2% | . | i | 6.4 | -0.7%
Cc1ccc(NC(=O)C2=C(O)c3sccc3N(C)S2(=O)=O)cc1 | 9.1% | 0.2 | 104 | 0.9% | -0.3% | 10.9% | 1.9% | 4.7% | i | 4.5 | -0.2%

Screening data (PubChem BioAssay)
